# Screening data from PubChem BioAssay.
# SUMO Mot1 rescue: inhibitors of SUMOylation pathway: yeast Mot1-301 growth rescue | S. cerevisiae Mot1-301 growth rescue, ATP luminescence, 38.5C; percent above DMSO median, 100 means doubled | growth rescue, % at 18.8 µM | 320,000 compounds, 1% hits;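 active means every valid replicate shows activation above 250% relative to neutral control wells; inactive means the rest, any valid replicate at or below 250%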;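 further: OY570 slx delta 5 strain wells were the positive control but not used for scaling; some compounds called inactive have numbers as strong as hits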
# * marks the source's active call; other numbers are inactive results.
SMILES | SUMO Mot1 rescue
COc1ccc(O[C@H]2C=C[C@@H](c3ccccc3)O[C@@H]2CO/N=C(\C)CCN2CCc3nc(-c4ccccc4)c(-c4ccccc4)cc3C2)cc1 | -8.5
COc1ccccc1Nc1nc(-c2sc(NC(=O)c3ccc([N+](=O)[O-])cc3)nc2C)cs1 | 356.0
Cc1cc2cc(C)c3nnc(SCC(=O)N4CCCc5ccccc54)n3c2cc1C | 31.5
CC(C)OC(=O)c1c(NC(=O)c2cnn3c2NC(c2ccccc2)CC3C(F)F)sc2c1CCCC2 (centres undefined) | -13.7
CCOC(=O)C1=C(C)N(CCCC(=O)O)C(=O)NC1c1cccc(OC)c1 (centres undefined) | -15.3
CCc1cccc(NC(=O)CSc2nc3c(c(=O)[nH]2)CCCC3)c1 | 2.0
COC(C/C=C\C(=O)COCc1ccccc1)OC | 0.1
COc1ccc(NC(=O)Cn2cnc3c(nnn3-c3ccc(C)cc3)c2=O)cc1 | -4.7
Cc1oc2c(c1C(=O)NCc1cccnc1)C(=O)c1ccccc1C2=O | -37.1
O=c1[nH]cc(N=Cc2cc([N+](=O)[O-])ccc2O)c(=O)[nH]1 | 12.8
Cc1ccccc1NC(=O)COC(=O)c1cc(=O)c2ccccc2o1 | 7.0
FC(F)Oc1ccc(/C=N/N2CCCCC2)c(OC(F)F)c1 | 1.8
COCCN1C(=O)N[C@@H](CCc2ccccc2)C(C(C)=O)=C1C | 14.4
CC(C)=CCC12Oc3cc(O)ccc3C1(O)Oc1cc(O)c([C@H]3C=C(C)CC(c4ccc(O)cc4O)[C@H]3C(=O)c3ccc(O)cc3O)c(O)c1C2=O (some centres undefined) | -16.2
O=S(=O)(c1ccc2c(c1)OCCO2)N1CCN(c2nc(-c3cccnc3)nc3ccccc23)CC1 | 6.7
CC1=NN(c2ccccc2)C(=O)/C1=C/c1c(O)n(-c2ccc(F)c(Cl)c2)[nH]c1=O | -13.9
CCCCCCC12CCC(C(=O)O)(CC1)CC2 | 17.4
O=c1c(C=NCCN2CCNCC2)c(-c2ccccc2)[nH]n1-c1ccc([N+](=O)[O-])cc1 | -8.9
O=C1CSC(=S)N1c1ccc(F)cc1 | -13.8
COc1ccccc1/C=C/C=N/NC(=O)c1ccc2nc[nH]c2c1 | 13.9
CC(=O)Oc1ccc(N2C(=O)C3C(C2=O)C2(C)C=CC3(C)O2)cc1 (centres undefined) | 125.4
OCc1cccnc1 | -4.3
O=C(CCC1CCCNC1)c1ccccc1 (centres undefined) | -1.1
O=C(Nc1ccccc1)O[C@@H]1C[C@H]2CCC(=O)N3CC[C@@H](C1)[C@@H]23 | -19.8
CCCCCCN(C(=O)CCCCCN1C(=O)NC(c2ccc(-c3ccccc3)cc2)C(C(=O)OCc2ccccc2)=C1C)C(C(=O)NCCCC)c1ccc(OCC(=O)OC)cc1 (centres undefined) | -3.5
CCCOc1ncnc2c1[nH]c1ccc(C)cc12 | 6.9
CCN1C(=O)[C@H]2[C@H]3[C@H](O)[C@H](O)C/C(=N\O[C@H](C)c4cn([C@H](CO)Cc5ccccc5)nn4)[C@@H]3CC[C@H]2C1=O | 4.6
NC(Cc1ccc(Oc2ccc(O)cc2)cc1)C(=O)O (centres undefined) | 3.7
COc1ccc(CNC(=O)CSc2nc3[nH]ncc3c(=O)n2-c2ccccc2Br)cc1 | -13.5
COC/C=C/C1=CC2=CC(=O)C(C)(OC(=O)c3cnc4ccccc4n3)C(=O)C2=CO1 (centres undefined) | 4.3

SMILES | SUMO Mot1 rescue
CCCCCCCC1=CC2=CC(=O)C(C)(OC(C)=O)C(=O)C2=CN1CCc1ccccc1 (centres undefined) | -3.5
COC(=O)Sc1nnc(-c2ccc(Br)cc2)o1 | 19.3
CCOC(=O)c1cccc(NC(=O)c2c(N)n(C)c(=O)[nH]c2=O)c1 | -27.7
CC(C)OCCCN1C=C2C(=O)C(C)(OC(=O)CCc3ccccc3)C(=O)C=C2C=C1c1ccc(C#N)cc1 (centres undefined) | -1.9
Cc1ccc(N(Cc2cc3ccc(C)cc3[nH]c2=O)C(=O)c2cccs2)cc1 | -12.5
Cc1nnc2ccc(-c3ccc(NC(=O)c4ccc(Cl)nc4)cc3)nn12 | 1.1
C=C1[C@@H](O)[C@@H]2O[C@]3(CC[C@H](/C=C/[C@@H](C)[C@@H]4CC(C)=CC5(O[C@H](C[C@@](C)(O)C(=O)OC)CC[C@H]5O)O4)O3)CC[C@H]2O[C@@H]1[C@@H](O)C[C@H](C)[C@H]1OC2(CCCCO2)CC[C@H]1C (some centres undefined) | 6.9
CCN(CC)CCNC(=O)c1ccc2c(c1NCCO)C(=O)c1ccccc1C2=O | 20.7
O=c1c2c3nc4ccccc4nc3n(/N=C/c3ccncc3)c2ncn1-c1ccccc1 | 1.6
COc1cc(C)c(Cc2cnc(N)nc2N)cc1OC | -8.2
O=C1c2ccccc2C(=O)C2OC12 (centres undefined) | -56.5
CCC1(CC)C(=O)C2=C3C1[C@H](C(=O)OC)CC(C(=O)OC)C[C@H]3n1c(=O)n(-c3ccccc3)c(=O)n1[C@H]2C (some centres undefined) | 58.3
CN1CCN(c2ccccc2NS(=O)(=O)c2ccc3c(c2)CCN3C(=O)C2CCC2)CC1 | -5.7
Cc1cccc2cc(C#N)c(SCCN3CCCCC3)nc12 | 97.4
COc1cc(C2CC(=O)N3CN(c4ccccc4C)CSC3=C2C#N)cc(OC)c1OC (centres undefined) | 15.0
O=C(CSc1nc2[nH]ncc2c(=O)n1-c1ccccc1)N1CCCc2ccccc21 | 1.7
NC(=O)CC[C@@H]1NC(=O)[C@H](CO)NC(=O)c2cc([N+](=O)[O-])cc(I)c2NCC[C@@H](C(N)=O)NC(=O)[C@H](Cc2ccc(O)cc2)NC1=O | 7.6
NC[C@@H]1O[C@H](O[C@H]2[C@@H](O)[C@H](O[C@@H]3[C@@H](O)[C@H](N)C[C@H](N)[C@H]3O[C@H]3O[C@H](CO)[C@@H](O)[C@H](O)[C@H]3N)O[C@@H]2CO)[C@H](N)[C@@H](O)[C@@H]1O | -25.1
COC(=O)[C@@]1(Cc2ccc(OC)cc2)[C@H]2c3cc(C(=O)N4CCCC4)n(CCO)c3C[C@H]2CN1C(=O)c1ccccc1 | 2.3
COc1ccc(C(=O)NCC(=O)OCn2nnc3ccccc3c2=O)cc1OC | -2.4
CCOc1ccccc1-n1c(SCC(=O)Nc2ccc(CC)cc2)nc2n[nH]c(C)c2c1=N | 0.1
CC(C)(C)C1CC=C2C(C#N)=C(N)C(C#N)(C#N)C(c3cccs3)C2C1 (centres undefined) | -16.0
COCOc1cc(O)c(C(=O)/C=C/c2ccc(OCOC)c(OCOC)c2)c(OCOC)c1 | 16.5
O=S(=O)(c1ccc(N2CCN(Cc3ccc4c(c3)OCO4)CC2)nc1)N1CCOCC1 | -3.6
C=CCc1cccc2cc(C(=O)Nc3cccc(C(=O)O)c3)c(=O)oc12 | 18.3
CC(=O)OC1COC(OC2C(O)C(C)OC(OC3C(OC4CCC5(C)C(CCC6(C)C5CC=C5C7CC(C)(C)CCC7(C(=O)O)CCC56C)C4(C)CO)OCC(O)C3O)C2O)C(O)C1OC(C)=O (centres undefined) | -25.2
Cc1cc(C)n(-c2nc3sc4c(c3c(=O)[nH]2)CCCC4)n1 | -9.2
COc1cc2c(cc1OC)C(Cc1ccc(O)c(Oc3ccc(C[C@H]4c5cc(OC)c(OC)cc5CCN4C)cc3)c1)N(C)CC2 (some centres undefined) | -11.1
O=C(O)c1cc(-c2ccccc2)nn1CC1CC(c2cccc([N+](=O)[O-])c2)=NO1 (centres undefined) | 283.8
N#CC1=C(N)C(C#N)(C#N)C(c2cccnc2)C2CCCC=C12 (centres undefined) | -5.4

# Brought forward from above: three compounds, then new ones.
SMILES | SUMO Mot1 rescue
COc1cc2c(cc1OC)C(Cc1ccc(O)c(Oc3ccc(C[C@H]4c5cc(OC)c(OC)cc5CCN4C)cc3)c1)N(C)CC2 (some centres undefined) | -11.1
O=C(O)c1cc(-c2ccccc2)nn1CC1CC(c2cccc([N+](=O)[O-])c2)=NO1 (centres undefined) | 283.8
N#CC1=C(N)C(C#N)(C#N)C(c2cccnc2)C2CCCC=C12 (centres undefined) | -5.4
Cc1cccc2cc(C(c3nnnn3CC3CCCO3)N3CCc4ccccc4C3)c(=O)[nH]c12 (centres undefined) | -5.4
O=C(CSc1nc2[nH]ncc2c(=O)n1-c1ccccc1)N1CCCCCC1 | -9.8
ONc1cccnc1-n1nc(C(F)(F)F)cc1C(F)(F)F | 0.6
COC(=O)[C@@]1(Cc2ccc(F)cc2)[C@H]2c3cc(C(=O)N(C)C)n(Cc4c(CO)[nH]cc(C)c4=O)c3C[C@H]2CN1C(=O)c1ccccc1 | -4.7
N#Cc1c(Cl)nc(-c2cccnc2)nc1-c1ccccc1 | 11.1
Cc1ccc2c(c1)-n1c(nc3ccccc3c1=O)C(CC(C)C)NC2=O (centres undefined) | -8.1
CCOc1ccccc1C(=O)Nc1ccc2nc(N3CCN(c4ncccn4)CC3)cc(C)c2c1 | 10.9
CO[C@H]1C=CO[C@@]2(C)Oc3c(C)c(O)c4c(O)c(c5c(c4c3C2=O)NC2(CCN(CC(C)C)CC2)N=5)=NC(=O)C(C)=CC=C[C@H](C)[C@H](O)[C@@H](C)[C@@H](O)[C@@H](C)[C@H](OC(C)=O)[C@@H]1C | 7.6
O=C(O)CC12CSc3[nH]c(=O)sc3C1c1ccccc1OC2=O (centres undefined) | 24.5
COc1ccc2c(c1)O[C@H](c1ccc3c(c1)OCO3)[C@@H](OC(=O)N[C@H](C)C1CCCCC1)C2=O | 8.2
CC[n+]1c(C)sc2sc3ccccc3c21 | 39.7
CC(C)C(C)NC(=O)COC(=O)c1cc(S(=O)(=O)N(C)C)ccc1N1CCCC1 (centres undefined) | -12.7
COc1ccc(-n2c(=S)[nH]c3sc4c(c3c2=O)CCc2ccccc2-4)cc1 | -3.9
CC(=O)NS(=O)(=O)c1ccc(NC(=O)c2oc3c(Cl)cccc3c2C)cc1 | -4.3
FC(F)(F)c1ccc(C2[C@H]3CN(Cc4ccc(-c5ccccc5)cc4)[C@H](c4ccccc4)C34CC2(c2ccccc2)C4)cc1 (some centres undefined) | 320.7
CN(C)c1ccc(CNCCC2CCOC(C)(C)C2)cc1 (centres undefined) | 132.7
CC(C)(C)C(C(Oc1ccc(Cl)cc1)n1cncn1)n1nnnc1C(c1cccc(Cl)c1)N1CCCCC1 (centres undefined) | 22.0
COc1cc(C[C@@H](CO)[C@H](CO)Cc2ccc(O)c(OC)c2)ccc1O | -2.5
COC/C=C/C1=CC2=CC(=O)C(C)(OC(=O)c3cnc4ccccc4n3)C(=O)C2=CN1c1ccccc1 (centres undefined) | 13.6
CCOc1cccc(SCc2noc(C(=O)NC(C)C)c2C(=O)O)c1 | -4.0
O=C1NC(Cc2ccccc2)c2nc3cc(F)ccc3c(=O)n2-c2cc(Cl)ccc21 (centres undefined) | 19.8
CCc1nnc(NC(=O)CSc2ccc(-c3ccc(F)cc3)nn2)s1 | 0.1
CCCCc1ccc(NC(=O)COc2ccc(C(=O)Nc3ccccc3C)cc2)cc1 | 23.3
CC(C)CCNC(=O)Cn1c(NCCC(C)C)nc2c1c(=O)n(C)c(=O)n2C | -13.1
Cc1sccc1C1C(C#N)=C(N)SC(N)=C1C#N | -13.6
Cn1c2ccccc2c(=O)c2ccc(C#Cc3ccccn3)cc21 | -15.7
Brc1ccc(-c2nnc(-c3cccnc3)c3conc23)cc1 | -12.2
CN1CCN(c2nc3c(c(=O)n(C)c(=O)n3C)n2CCSc2nc3ccccc3s2)CC1 | -5.2
Oc1cccc(O)c1O | 422.4
CCCCNc1c(N)n(CCCC)c(=O)[nH]c1=O | 14.8

smiles	SUMO Mot1 rescue
CC1(C)S[C@@H]2[C@H](N=CN3CCCCCC3)C(=O)N2[C@H]1C(=O)O	-13.5
Cc1ccc(-n2nc3c(c2NC(=O)c2c(-c4ccccc4Cl)noc2C)CSC3)cc1	441.1
Cn1c(=O)c2c(ncn2CC(=O)N/N=C/C=C/c2ccccc2[N+](=O)[O-])n(C)c1=O	-0.6
C#CCOCCOCCOCCNc1nc(N2CCN(C(=O)[C@H](Cc3cc4ccccc4[nH]3)n3cc([C@@H](N)C(C)CC)nn3)CC2)nc(N2CCN(C(=O)[C@H](Cc3cc4ccccc4[nH]3)n3cc([C@@H](N)Cc4ccc(O)cc4)nn3)CC2)n1 (some centres undefined)	-9.1
CC(C)=CCC/C(C)=C/CCC(C)NCCN1CCNCC1 (centres undefined)	2.1
O=C(CN1CCN(C(=O)c2ccco2)CC1)N1CCc2[nH]c3ccccc3c2C1	2.4
COc1ccc(CCn2c(C)ccc2C)cc1OC	-5.3
CCOC(=O)c1c(C)[nH]c(C(=O)Nc2ccc(C)c(Cl)c2)c1C	-8.4
C#CCOCCOCCOCCNc1nc(N2CCN(C(=O)C([C@@H](C)CC)n3cc(C(N)COC(=O)C(F)(F)F)nn3)CC2)nc(N2CCN(C(=O)[C@H](CCCCN)n3cc(C(N)CC(C)C)nn3)CC2)n1 (some centres undefined)	7.3
CC1(C)CC(=O)C2=C(C1)OC1=C(C(=O)CC(C)(C)C1)C2(C)C	-3.2
CC1(OC(=O)c2ccc(Cl)nc2)C(=O)C=C2C=C(c3ccc(C#N)cc3)OC=C2C1=O (centres undefined)	364.9
O=c1c2ccccc2oc2nc(-c3cccs3)n(CCc3ccccc3)c(=O)c12	9.5
O=C(NC1CCCCC1)c1ccc(Cl)c(NC(=O)c2ccccc2F)c1	2.6

# Some of these compounds in order of molecular weight, ascending:
smiles	SUMO Mot1 rescue
COc1ccc(CCn2c(C)ccc2C)cc1OC	-5.3
CC(C)=CCC/C(C)=C/CCC(C)NCCN1CCNCC1 (centres undefined)	2.1
CCOC(=O)c1c(C)[nH]c(C(=O)Nc2ccc(C)c(Cl)c2)c1C	-8.4
O=C(NC1CCCCC1)c1ccc(Cl)c(NC(=O)c2ccccc2F)c1	2.6
O=c1c2ccccc2oc2nc(-c3cccs3)n(CCc3ccccc3)c(=O)c12	9.5
C#CCOCCOCCOCCNc1nc(N2CCN(C(=O)C([C@@H](C)CC)n3cc(C(N)COC(=O)C(F)(F)F)nn3)CC2)nc(N2CCN(C(=O)[C@H](CCCCN)n3cc(C(N)CC(C)C)nn3)CC2)n1 (some centres undefined)	7.3

# Not all compounds are listed; count on the stated rates, not on these rows.
